Bioassay records deposited in PubChem BioAssay by NCI.
NCI-60 one-dose screen, 48 h, at 10 µM unless noted. Numbers give growth in % (100 = growth as untreated, 0 = no growth, -100 = all killed).
SR: SR leukemia cells; 73,000 tested, 8.7% active; AID 1794780
HOP-92: HOP-92 NSCLC cells; 71,000 tested, 6.3% active; AID 1794738
K-562: K-562 leukemia; AID 1794777; 78,000 tested, 7.4% active
EKVX: EKVX NSCLC. AID 1794765. 71,000 tested, 3% active
CCRF-CEM: CCRF-CEM leukemia; 77,000 tested, 7% active; AID 1794778
MOLT-4: MOLT-4 leukemia cells | 80,000 tested, 6.9% active | AID 1794779
HOP-62: HOP-62 NSCLC | 80,000 tested, 3.9% active | AID 1794735
RPMI-8226: RPMI-8226 leukemia cells; 77,000 tested, 7.5% active; AID 1794781
* hit, by the source's call; nt = no result given. Rule for the calls: active = growth percent below 10; inactive = the rest.

Molecule	SR	HOP-92	K-562	EKVX	CCRF-CEM	MOLT-4	HOP-62	RPMI-8226
Nc1ccc(CCc2ccc3ccccc3n2)cc1	104.0	85.9	99.3	123.7	69.7	74.5	102.0	92.5
CC[C@]12C=CCN3CC[C@@]4(c5ccc(OC)cc5N(C)[C@H]4[C@@](O)(C(=O)OC)[C@@H]1OC(=O)CCCC[P+](c1ccc(F)cc1)(c1ccc(F)cc1)c1ccc(F)cc1)[C@@H]32	28.8	-12.2*	17.1	53.0	19.9	29.1	50.9	4.1*
O=c1c2ccccc2sc2c(N3CCC4(CC3)OCCO4)nc3ccccc3c12	91.9	42.7	48.0	93.1	88.6	114.0	92.9	92.8
CCOC(=O)CC(CC(=O)OCC)C(=O)OCC	86.5	84.5	93.9	108.0	85.5	102.0	92.4	92.6
CCOC(=O)C1(C(=O)OCC)CCCCC1C (stereo unspecified)	98.0	105.4	97.0	nt	95.1	95.9	94.5	95.5
Cc1cccc(C(C(C(=O)c2ccccc2)N2CCOCC2)N2CCOCC2)c1 (stereo unspecified)	105.1	80.5	101.9	103.2	nt	95.8	105.3	105.6
COc1cc2c(cc1OC)NC(=O)C2	99.2	109.5	104.4	95.2	102.7	101.7	101.8	112.9
COc1cc2c3c(c4cc(OC)c(OC)cc4c2cc1OC)CN(Cc1ccccc1)CC3	nt	42.6	61.4	88.3	62.3	73.8	58.8	56.2
Cc1cc(=O)oc2cc(Oc3nc(-c4ccccc4)cn4c(-c5ccccc5)cnc34)ccc12	54.5	22.4	61.8	66.8	77.6	58.5	68.7	51.0
CCCCOc1nc2c(C)cccc2cc1/C=C/c1cc(/C=C/c2cc3cccc(C)c3nc2OCCCC)[nH]n1	92.0	nt	91.3	106.8	95.5	99.7	99.5	nt
O=[N+]([O-])c1ccc(F)cc1F	98.6	62.7	132.8	97.4	47.8	123.2	92.3	85.3
O=C(c1ccc(Cl)cc1)C1[C@H](c2ccc(Br)cc2)[C@@H](c2ccccc2)NC12C(=O)Nc1ccccc12 (stereo partly specified)	nt	-18.0*	-15.7*	4.4*	-0.7*	-22.7*	-18.9*	-8.8*
CN(C)c1ccc(C2C(C#N)=C(/N=C/c3ccccc3)Oc3c2ccc2ccccc32)cc1 (stereo unspecified)	17.7	59.8	17.1	73.4	66.7	67.7	51.2	70.6
NS(=O)(=O)c1ccc(CCn2c(SCC(=O)Nc3ccc(Br)cc3)nc3ccccc3c2=O)cc1	62.5	102.6	nt	89.1	40.3	52.2	92.3	29.7
COc1cc2c(c(OC)c1OC)C(=O)CC(c1cccc(C(=O)Nc3ccncc3)c1)O2 (stereo unspecified)	80.7	66.4	72.8	101.5	77.2	79.6	99.4	60.6
CC([C@H]1CC=C2C3CCC4=C[C@@H](N(C)C)CC[C@]4(C)C3CC[C@@]21C)N(C)C (stereo partly specified)	71.5	70.2	nt	-38.8*	43.4	73.5	-19.4*	nt
O=C(Nc1ccc(OS(=O)(=O)c2ccc(F)cc2)cc1)c1ccc(Cl)cc1	91.4	101.4	81.1	101.4	98.7	89.1	100.8	94.2
CCOC(=O)c1cnnn1-c1cc(=O)[nH]c2ccc(C)cc12	96.2	86.1	nt	89.1	96.4	99.4	93.9	99.9
CN(C)CCn1c2ccc(Cl)cc2c2nc3cc(Cl)c(Cl)cc3nc21	32.5	54.7	18.3	77.1	55.8	19.2	67.2	73.3
Cc1ccc(S(=O)(=O)NCCNc2nccc(-c3c(-c4ccccc4)nc4occn34)n2)cc1	41.5	60.0	52.5	60.6	58.0	60.1	75.2	58.2
Cc1ccc(/C=C(/C2=NCCN2)n2ccc3ccccc32)cc1	82.2	48.9	87.9	88.9	94.9	90.9	94.4	93.4
CC(C)c1ccc(/C=N\N(C)C)cc1	95.7	78.5	102.1	99.2	100.2	98.5	91.2	97.6
COc1ccc(N2C(=O)c3ccc4c(ccn4S(=O)(=O)c4ccc(C)cc4)c3C2=O)cc1	102.5	68.3	108.2	91.0	68.2	77.8	77.2	74.2
COc1ccc2nc3cc(Cl)ccc3c(N3CCN(c4ccnc(Nc5ccc(F)cc5)n4)CC3)c2c1	43.2	nt	43.1	nt	38.1	20.0	92.9	63.4
COc1ccccc1-c1ccc2nc(NC(=O)Nc3cc(C(F)(F)F)cc(C(F)(F)F)c3)sc2c1	-23.8*	-8.5*	6.0*	10.7	0.9*	-15.7*	-1.6*	-15.9*

Full records from above:
Listed for O=C(Nc1ccc(OS(=O)(=O)c2ccc(F)cc2)cc1)c1ccc(Cl)cc1 → SR = 91.4; HOP-92 = 101.4; K-562 = 81.1; EKVX = 101.4; CCRF-CEM = 98.7; MOLT-4 = 89.1; HOP-62 = 100.8; RPMI-8226 = 94.2
Listed for COc1ccccc1-c1ccc2nc(NC(=O)Nc3cc(C(F)(F)F)cc(C(F)(F)F)c3)sc2c1 → SR = -23.8*; HOP-92 = -8.5*; K-562 = 6.0*; EKVX = 10.7; CCRF-CEM = 0.9*; MOLT-4 = -15.7*; HOP-62 = -1.6*; RPMI-8226 = -15.9*
Listed for COc1cc2c(c(OC)c1OC)C(=O)CC(c1cccc(C(=O)Nc3ccncc3)c1)O2 (stereo unspecified) → SR = 80.7; HOP-92 = 66.4; K-562 = 72.8; EKVX = 101.5; CCRF-CEM = 77.2; MOLT-4 = 79.6; HOP-62 = 99.4; RPMI-8226 = 60.6

(list continues)
Molecule	SR	HOP-92	K-562	EKVX	CCRF-CEM	MOLT-4	HOP-62	RPMI-8226
CC/C=C/CO[C@H]1Cc2cc3ccc(=O)oc3cc2OC1(C)C	109.1	82.0	87.2	105.1	89.4	78.7	89.5	82.4
O=C(/C=C/c1ccc(C(F)(F)F)cc1)C(F)(F)C(=O)/C=C/c1ccc(C(F)(F)F)cc1	93.3	91.5	99.9	94.3	83.5	86.8	106.1	95.4
NC1=Nc2ccc(OC(F)(F)F)cc2SC1	83.3	70.5	81.3	40.7	88.6	95.2	78.2	78.7
Cc1c(OCC(F)(F)F)ccnc1CNc1ccc(C2=CC(c3ccc([N+](=O)[O-])cc3)N=C(N)N2)cc1 (stereo unspecified)	75.8	101.2	85.2	98.7	88.8	75.3	102.3	98.6
COc1ccc(/C=C2\c3cc(OC)c(OC)c(OC)c3CC[C@@H]2O)cc1F	3.9*	38.2	13.4	44.1	12.8	21.5	32.6	28.1
O=c1[nH]c(O)c(/C=C2\C=Nc3ccccc32)c(=O)[nH]1	56.4	79.9	118.4	91.0	nt	87.6	79.8	77.1
CN(C)C(=O)OC1CCCCC1	116.5	91.0	100.4	94.9	95.2	107.6	106.6	109.7
CC(CSc1n[nH]c(=S)s1)c1ccccc1 (stereo unspecified)	84.5	101.4	103.0	106.9	nt	91.2	107.9	103.5
CCN(CC)C(=O)O/N=C(/C)c1ccccc1	103.8	nt	101.7	111.7	100.0	109.2	109.9	105.0
Clc1ccc([I+]c2ccc(Cl)cc2Cl)c(Cl)c1	22.8	14.9	nt	nt	-2.0*	-6.5*	36.5	-25.7*
O=C(CN1CCN(c2ccccc2)CC1)Nc1nc2c(s1)Nc1ccccc1NC2=O	87.0	nt	90.4	nt	98.6	83.9	116.1	105.0
Cc1ccc(-c2nc3ccc(C(=O)N=Nc4c(O)[nH]c5ccccc45)cc3[nH]2)cc1	nt	113.9	nt	108.7	90.5	nt	107.0	97.1
CCN(CC)C(=O)Cn1cc(NC(=O)OC(C)(C)C)nn1	99.6	86.0	nt	95.9	100.2	100.7	99.8	104.2
Cc1ccccc1OC(=O)c1ccc(Cl)cc1	nt	113.3	95.6	83.7	86.6	107.7	81.7	100.2
Cn1c[n+](C)ccc1=O	125.6	105.5	100.1	nt	90.4	101.9	107.0	99.1
CSc1nc(N)n2nc(C3CC3)cc2n1	nt	95.2	106.7	98.1	68.3	97.1	96.6	106.5
O=c1c(O)cccn1CCCNCCCn1cccc(O)c1=O	nt	nt	118.1	92.8	169.0	101.6	86.8	307.0
CCC(C)(C)C(=O)O[C@H]1C[C@@H](C)C=C2C=C[C@H](C)[C@H](CC[C@@H]3CC(SCCN)CC(=O)O3)[C@H]21 (stereo partly specified)	23.3	34.6	51.2	104.7	12.1	77.7	98.9	6.6*
CC(C)N(c1ccc(Cl)cc1)c1nc(-c2ccc(Br)cc2)cs1	91.0	92.9	95.4	80.6	102.5	93.4	98.4	96.6
Cn1ccnc1C(=O)/C=C/c1ccc(CC(=O)NC2CCCCC2)cc1	24.8	75.0	18.0	77.4	33.5	67.7	56.0	20.3
COc1ccc(/C=N/Nc2no[n+]([O-])c2-c2ccccc2)cc1	90.3	113.5	102.8	95.0	95.7	107.5	90.4	104.2
O=C(CCCCCCC(=O)Nc1ccc2c(c1)/C(=C/c1ccc[nH]1)C(=O)N2)NO	4.1*	-19.7*	11.6	nt	6.9*	4.2*	14.0	-19.5*
NC(=O)CCNc1ccc2c(c1)Cc1ccccc1-2	94.0	77.1	104.3	94.8	91.6	101.5	87.9	87.6
C/C=C\C(C)C	98.9	92.7	103.8	90.8	91.5	103.2	79.6	97.2
Nc1c(-c2nc3ccccc3c(=O)[nH]2)nnn1-c1ccc(Cl)cc1	56.2	101.1	nt	102.6	90.2	87.7	57.2	90.6

Single values from the list:
In RPMI-8226, COc1cc2c(c(OC)c1OC)C(=O)CC(c1cccc(C(=O)Nc3ccncc3)c1)O2 (stereo unspecified) shows 60.6
In SR, O=[N+]([O-])c1ccc(F)cc1F shows 98.6

Next structures.
Molecule	SR	HOP-92	K-562	EKVX	CCRF-CEM	MOLT-4	HOP-62	RPMI-8226
C#CCOc1ccccc1C(OC(=O)c1ccc(OCC)cc1)C(=O)NC(C)(C)C(C)(C)C (stereo unspecified)	65.5	49.0	71.4	51.5	59.1	42.0	76.5	60.4
Cc1cc(O)c(C(C)C)cc1Cl	103.2	99.9	96.8	102.7	104.1	99.0	95.7	110.4
Cc1cccc2c3c(sc12)C(c1ccc(Cl)cc1)c1c(nc(CC(=O)Nc2ccccc2)[nH]c1=O)O3 (stereo unspecified)	58.1	nt	20.9	63.7	59.0	83.4	59.8	73.9
Cn1c(=O)c2c(nc(NC(=S)N=Nc3c(O)[nH]c4ccccc34)n2Cc2ccccc2)n(C)c1=O	80.8	88.5	88.7	80.8	89.2	87.1	91.2	97.4
C[C@]12CCC=CC1=C[C@@H]1[C@@H]2CC[C@]2(C)C(=O)CC[C@@H]12	62.4	102.6	113.5	88.7	81.7	101.0	101.8	98.6
COc1ccc(Cc2n[nH]c(=S)n2-c2ccc(Cl)cc2)cc1	103.6	92.9	99.9	94.3	92.6	102.7	97.2	110.9
CCCCCCCCCCCCCCCC[N+]1(C)CCN(SN2CC[N+](C)(CCCCCCCCCCCCCCCC)CC2)CC1	26.8	15.5	40.4	82.3	48.1	57.1	56.6	26.3
COc1ccc(NC(=O)c2ccc3c(c2)NC(=O)[C@H]2CCCN32)cc1	60.6	93.5	88.6	92.6	99.9	106.4	99.9	99.3
O=C(C[n+]1cccc2ccccc21)c1ccc(O)c(O)c1	7.7*	73.2	28.5	76.8	-13.8*	6.6*	101.9	17.4
CCCCNCC(=O)Nc1ccc(C(=O)OCC)cc1	87.0	79.6	92.4	98.3	79.4	80.7	98.7	94.0
CC(=O)Nc1cc2c(cc1Cl)Cc1cc(Cl)ccc1-2	80.1	nt	107.8	12.0	nt	103.4	nt	110.7
O=C(CN1CCN(CCN2C(=O)c3cccc4cccc(c34)C2=O)CC1)Nc1ccc2ncsc2c1	10.3	82.1	nt	64.5	45.1	13.1	54.8	60.3
NS(=O)(=O)c1ccc(Nc2nc(N/N=C/c3cn[nH]c3-c3ccccc3)nc(Nc3ccccc3)n2)cc1	99.4	113.6	109.0	95.6	88.9	104.9	112.5	105.2
NS(=O)(=O)c1cc2c(cc1C(F)(F)F)NCNS2(=O)=O	nt	83.0	120.0	103.7	102.8	105.8	111.0	103.6
COc1cnc(SC)nc1Nc1ccc(C#N)cc1	111.5	67.9	93.5	95.4	89.6	96.7	106.8	84.7
Cc1ccc(C(=O)NN)cc1	80.3	nt	91.6	97.1	99.5	93.0	104.4	nt
CC(NC(=O)C(Cc1ccc(OC(=O)c2ccccc2)cc1)NC(=O)OC(C)(C)C)C(=O)NCC(=O)NC(Cc1ccccc1)NC(=O)OCc1ccccc1 (stereo unspecified)	86.9	91.8	100.1	100.4	100.6	85.9	87.7	102.9
CCC(N)(C(=O)O)c1ccccc1 (stereo unspecified)	86.4	121.1	105.3	91.8	82.5	68.3	92.9	92.9
CC(=O)C1CCC2C3CC=C4CC(O)CCC4(CO)C3CCC12C (stereo unspecified)	97.9	nt	88.9	nt	93.0	86.1	105.2	91.5
COc1cc(C(NS(=O)(=O)c2ccc(Cl)cc2)c2nnc(-c3ccccc3)o2)cc(OC)c1OC (stereo unspecified)	95.3	91.7	97.3	88.8	101.2	99.4	99.1	104.7
O=C(O)c1ccc(NCn2nc(-c3cc(-c4ccccc4)nc4ccccc34)oc2=S)cc1	95.8	89.1	101.5	104.6	106.4	104.6	93.8	96.1
Nc1nccc2c1ccn2-c1cccc(NC(=O)c2cccc(C(F)(F)F)c2)c1	101.8	92.7	80.9	87.3	91.3	81.7	100.4	71.8
CC1=C(C(=O)Nc2ccccc2)C(c2ccc(-n3cncn3)cc2)n2c(nc3ccccc32)N1 (stereo unspecified)	92.4	102.5	93.2	99.1	104.8	80.3	97.3	88.5
C=CCn1ccc(=O)nc1SC	112.4	97.3	103.4	103.5	104.5	100.1	97.1	107.9
C[C@@H](C[C@H](CCOCc1ccccn1)c1ccccc1)c1ccc2ccccc2c1	92.4	104.0	76.7	91.3	87.1	86.6	108.4	59.3

No enrichment for hits; about 13% have a hit in one of these screens.
